CHT block: inhibitors of human choline transporter CHT. High affinity choline transporter 1 (Homo sapiens), Q9GZV3. CHT-expressing cells, membrane potential dye, choline response; stronger effect = lower value. B-score at 10 µM. 310,000 compounds, 0.86% hits. AID 488975, 2010;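 active = B-score over 3 SD under the library average, and starting fluorescence ratio not unusually high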;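 note: choline stimulus applied at its EC90 after an EC20 pre-addition; B-score computed on integrated fluorescence ratio after choline addition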
Target sequence (Q9GZV3 whole entry, looked up): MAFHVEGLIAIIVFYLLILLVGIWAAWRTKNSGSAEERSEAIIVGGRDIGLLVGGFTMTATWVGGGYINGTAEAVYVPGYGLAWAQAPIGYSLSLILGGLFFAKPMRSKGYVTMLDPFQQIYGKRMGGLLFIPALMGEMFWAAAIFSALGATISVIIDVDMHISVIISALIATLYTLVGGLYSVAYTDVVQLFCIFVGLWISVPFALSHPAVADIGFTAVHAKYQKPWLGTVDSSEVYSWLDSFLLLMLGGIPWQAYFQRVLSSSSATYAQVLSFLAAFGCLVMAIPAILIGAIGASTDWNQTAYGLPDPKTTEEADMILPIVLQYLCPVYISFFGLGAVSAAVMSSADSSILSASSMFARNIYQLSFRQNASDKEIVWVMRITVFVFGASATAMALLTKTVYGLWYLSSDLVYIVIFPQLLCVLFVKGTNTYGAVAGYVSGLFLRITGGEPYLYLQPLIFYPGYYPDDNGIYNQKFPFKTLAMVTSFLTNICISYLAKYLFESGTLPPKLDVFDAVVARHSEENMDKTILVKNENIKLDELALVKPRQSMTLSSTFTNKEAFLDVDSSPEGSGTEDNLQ
CHT allo act: CHT positive allosteric modulators, primary screen, cell-based, membrane potential dye, choline EC20; High affinity choline transporter 1 (Homo sapiens), Q9GZV3; CHT-expressing cells; stronger effect = higher value; LV-AA mutant CHT in HEK293 cells; B-score at 10 µM; 310,000 compounds, 0.49% hits;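 active = initial fluorescence not abnormally high and integrated response B-score, plate-corrected, over 3 SD above library mean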
Starred values were filed as active, the others as inactive; i = inactive. Hits appear at their usual frequency; about 1.4% have a hit in one of these screens.

SMILES	CHT block	CHT allo act
CCCCCC(=O)NNC(=O)c1ccc(-c2ccccc2)cc1	i	i
Cc1cc(F)ccc1S(=O)(=O)Nc1ccccc1C(=O)Nc1ncn[nH]1	i	i
N#C/C(=C/c1ccco1)c1nc2ccccc2s1	i	i
Nc1nc(Cl)cc(N2CCOCC2)n1	i	i
S=c1nc(COc2ccccc2)[nH]c2ccccc12	i	i
COc1ccccc1OC(C)C(=O)NNC(=S)NC1CCCC1 (stereo not given)	i	i
CC(C)(C)NS(=O)(=O)c1ccc(NC(=O)C2CCCCC2)cc1	i	i
O=C(CCl)Nc1ccc2c(c1)OCO2	i	i
CCN(CC)C(=O)CSc1nnc2nnc3cc(OC)ccc3n12	i	i
Cc1ccc(C)c(S(=O)(=O)Nc2cccc(-n3cnnn3)c2)c1	i	i
Cc1ccc(OCCC(=O)N(CC(=O)Nc2ccccc2C(F)(F)F)Cc2ccco2)cc1	i	i
Cc1cs/c(=N\N=C\c2cccc([N+](=O)[O-])c2)n1Cc1ccco1	i	i
CC(=O)c1ccc(N2CCN(C(=O)/C=C/c3ccc(S(=O)(=O)NCc4ccco4)cc3)CC2)cc1	i	i
CC(=O)Nc1cccc(NC(=O)Nc2ccc(C)c(Cl)c2)c1	i	i
Cc1c(N(C(=O)Cc2cccs2)C2(C(=O)NC3CCCC3)CCCCC2)c(=O)n(-c2ccccc2)n1C	i	i
CCn1c(CNC(=O)c2ccco2)nnc1SCC(=O)Nc1cc(C(F)(F)F)ccc1Cl	i	i
CC1=NCCN1CCNC(=O)Nc1ccc(C(C)(C)C)cc1	i	i
Cc1[nH]n(-c2ccc(Cl)cc2)c(=O)c1N=Nc1cccnc1	i	i
COc1cc(NC(=O)COC(=O)CO/N=C(\C)c2ccc3c(c2)OCO3)cc(OC)c1OC	i	i
O=C(CN1C(=O)COc2ccccc21)N1CCCC1	i	i
O=S(=O)(c1ccc(F)cc1)N1CCCC1	i	i
CCCCCOC(=O)Nc1nnc(CCCCC)s1	i	i
CC(=O)c1c(C)cc(C)c(CSc2ccccn2)c1C	i	i
COCc1c(C(=O)N/N=C\c2cccs2)nnn1-c1nonc1N	i	i
CCOC(=O)Cc1cc(OC)c(OC)cc1Cc1cc(OC)c(OC)cc1CC(=O)OCC	i	i
Cc1csc(=O)n1CC(=O)OCC(=O)c1c(N)n(C)c(=O)n(C)c1=O	i	i
COCCN(C(=S)Nc1ccccc1OC)C(C)c1cccs1 (stereo not given)	i	i
Cc1ccc(Cl)cc1N1CCN(C(=O)C2CCN(S(=O)(=O)c3c(C)nn(C)c3C)CC2)CC1	i	i
Cc1cc(NC(=O)CCC(=O)N(c2ccccc2)C(C(=O)NC2CCCC2)c2ccccc2)no1 (stereo not given)	i	i
Cc1ccc(N2C(=O)C3CCC(C)(C2=O)C3(C)C)cc1C (stereo not given)	i	i
Cc1cccc(N(C)S(=O)(=O)c2ccc3c(c2)CCC(=O)N3)c1	i	i
CC(C)c1ccc(C(=O)NC(=S)Nc2ccc3[nH]c(=O)[nH]c3c2)cc1	i	i
COc1ccc(N2CCN(S(=O)(=O)c3cc4c(cc3C)N(C(C)=O)CCO4)CC2)cc1	i	i
CCOC(=O)c1nnn(-c2nonc2N)c1-c1cccs1	i	i
O=C(O)C1CCCN1C(=O)Nc1ccc(Cl)cc1 (stereo not given)	i	i
Cc1ccccc1COCCN1CCN(S(=O)(=O)c2ccccc2)CCC1=O	i	i
CC(C)C[C@H](NC(=O)Nc1ccccc1F)C(=O)O	i	i
C=CCn1c(N)cc(=O)nc1SCC(=O)N(c1ccccc1)c1ccccc1	i	i
CCOc1ccc(-n2nc3c(=O)[nH]nc(C)c3c2C)cc1	i	i
Cn1cncc1COC(=O)c1ccc(Cl)cc1	i	i
Cc1ccc(Sc2ncccc2NC(=O)c2ccccc2Cl)cc1	-5*	i
Cc1ccc([C@@H]2CC=C(C(=O)O)[C@H](c3cccc(Cl)c3)N2S(=O)(=O)c2ccc(C)cc2)cc1	i	i
COC(=O)c1[nH]c2ccccc2c1NC(=O)CN1CCN(c2cccc(OC)c2)C(C)C1 (stereo not given)	i	i
CCCCC(C(=O)NCCC(C)C)N(CCCN1CCOCC1)C(=O)c1snc(C(N)=O)c1N (stereo not given)	i	i
Cc1ccc(S(=O)(=O)C2(C(=O)N3CCN(c4cc(C)ccc4C)CC3)CC2)cc1	i	i

3 structures from above, arranged by number of heavy atoms, largest number first:
SMILES	CHT block	CHT allo act
COc1cc(NC(=O)COC(=O)CO/N=C(\C)c2ccc3c(c2)OCO3)cc(OC)c1OC	i	i
CC(C)c1ccc(C(=O)NC(=S)Nc2ccc3[nH]c(=O)[nH]c3c2)cc1	i	i
CC1=NCCN1CCNC(=O)Nc1ccc(C(C)(C)C)cc1	i	i

(next part)
SMILES	CHT block	CHT allo act
COc1ccc(OC)c(NC(=O)c2cccc(N3C(=O)C4C5C=CC(C6CC56)C4C3=O)c2)c1 (stereo not given)	i	i
C=CCSc1nnc(-c2cc3c(s2)-c2ccccc2CC3)o1	i	i
CCOc1cccc(C2C(C(=O)c3ccc(C)o3)=C(O)C(=O)N2c2nccs2)c1 (stereo not given)	i	i
COc1ccc(C(=O)c2sc(Nc3ccccc3)nc2C)cc1	i	i
Cc1cc(C)c(OCCCCCn2ccnc2)c(C)c1	i	i
CCOC(=O)c1sc2nc(C)[nH]c(=O)c2c1C	i	i
CCn1c(SCC(=O)Nc2ccccc2Cl)nnc1C1CC1	i	i
O=C(Nc1nnc(S(=O)(=O)N2CCOCC2)s1)c1ccc(Cl)cc1	i	i
COc1cc(NC(=O)c2onc(C)c2Cl)c(OC)cc1Cl	i	i
CC(Sc1ccc(Cl)cc1)C(=O)Nc1ccc(S(=O)(=O)N2CCOCC2)cc1 (stereo not given)	i	i
CC(C)N(C(=O)CSc1n[nH]c(=O)n1CCc1ccccc1)C(C)C	i	i
Cc1ccc(C)c(N(C(=O)Cn2nnc3ccccc32)C(C(=O)NC(C)(C)C)c2ccsc2)c1 (stereo not given)	i	i
O=C(Nc1nc2c(Cl)ccc(Cl)c2s1)c1ccco1	i	i
Cc1ccc(N(C(=O)c2snc(C(N)=O)c2N)C(C(=O)NCC2CCCO2)c2c[nH]c3ccccc23)cc1 (stereo not given)	i	i
CSc1ncc2c(=O)[nH]c(-c3ccccc3)nc2n1	i	i

Overlap with the part before: two compounds, followed by the next part.
SMILES	CHT block	CHT allo act
Cc1ccc(N(C(=O)c2snc(C(N)=O)c2N)C(C(=O)NCC2CCCO2)c2c[nH]c3ccccc23)cc1 (stereo not given)	i	i
CSc1ncc2c(=O)[nH]c(-c3ccccc3)nc2n1	i	i
CCOc1ccc(CN(C)C(=O)c2ccc(NC(=O)CC3SC(N4CCCC4)=NC3=O)cc2)cc1 (stereo not given)	i	i
CC(C)(C)c1ccc(NC(=O)N2CCCN(c3ccc([N+](=O)[O-])cn3)CC2)cc1	i	i
COc1ccc(C(=O)CCNc2cccc(Cl)c2)cc1	i	i
O=C(NNC(=O)c1ccc(Cl)cc1Cl)c1ccncc1	i	i
COc1ccc(NC(=O)CCS(=O)(=O)c2ccc3c(c2)oc(=O)n3C)cc1	i	i
Cc1cc(S(=O)(=O)N2CCOCC2)ccc1OCC(=O)NCc1ccccn1	i	i
CC(=O)Oc1ccc(-c2cccc(C(=O)O)c2)cc1	i	i
COc1ccccc1CNC(=O)C1CCN(S(=O)(=O)c2ccc3c(c2)NC(=O)CO3)CC1	i	i
CCN(CC)C(=N)/C(C#N)=N/Nc1ccccc1	i	i
CCOC(=O)c1sc(NC(=O)CSc2nc3c(cc2C#N)CCCCCC3)c(C#N)c1C	i	i
COc1cc(/C=N/O)c(Br)cc1OCC(=O)Nc1ccccc1C	i	i
CCCOC(=O)c1cccc(NC(=O)c2cccnc2)c1	i	i
COc1cc(SC)ccc1C(=O)NCCOc1c(C)cc(C)cc1C	i	i
Cc1ccc(NC(=O)CN2CCCCC2)c2c1CC(C)(C)O2	i	i
NNCCc1ccccc1	i	i

Compounds shown so far that contain a CF3 group (two):
SMILES	CHT block	CHT allo act
Cc1ccc(OCCC(=O)N(CC(=O)Nc2ccccc2C(F)(F)F)Cc2ccco2)cc1	i	i
CCn1c(CNC(=O)c2ccco2)nnc1SCC(=O)Nc1cc(C(F)(F)F)ccc1Cl	i	i

Remaining list, next part:
SMILES	CHT block	CHT allo act
CCOc1cnc(C(=O)NNC(=O)C(Br)C(C)C)o1 (stereo not given)	i	i
O=C(Nc1ccc(O)c2c(=O)cc(-c3ccccc3Cl)oc12)c1ccc(Cl)c(Cl)c1	i	i
CCCCn1c(NC(=S)Nc2ccccc2)nc2ccccc21	i	i
COc1ccc(C)cc1S(=O)(=O)N1CCc2ccccc2C1	i	i
N#Cc1ccc(C(CC(=O)O)N2Cc3ccccc3C2=O)cc1 (stereo not given)	i	i
COc1cccc(NS(=O)(=O)c2c(C)n(C)c(=O)n(C)c2=O)c1	i	i
O=C(c1cc(S(=O)(=O)N2CCOCC2)ccc1F)N1CCCc2ccccc21	i	i
CCCCn1c(N)c(N(CCOC)C(=O)c2cc(-c3ccco3)nc3ccccc23)c(=O)[nH]c1=O	i	i
O=C(Cc1ccc(Cl)cc1)NCCc1c[nH]c2ccccc12	i	i
CCCNC(=O)c1noc2c1CCc1ccccc1-2	i	i
CCOC(=O)/C(C#N)=C/Nc1cc(OC)ccc1OC	i	i
COC(=O)c1c(C)oc2ccc(N(C(C)=O)S(=O)(=O)c3ccccc3)cc12	i	i
COc1ccc(C(c2nnnn2CC2CCCO2)N2CCN(c3cccc(C)c3C)CC2)cc1 (stereo not given)	i	i
COc1cc(OC)nc(NC(=O)COC(=O)C2CCCCC2)n1	i	i
O=C(/C=C/c1ccccc1)NCCSCc1ccccc1	i	i
COCCCNC(=O)c1ccc2c(=O)n(Cc3ccccc3OC)c(=S)[nH]c2c1	i	i
Cc1cc(C(=O)Nc2ccccc2C(F)(F)F)no1	i	i
COc1cc(OC)c(NC(=S)Nc2cccc(C(C)=O)c2)cc1Cl	i	i
COc1ccc2[nH]c3c(N4CCC(O)(c5cccc(C(F)(F)F)c5)CC4)ncnc3c2c1	i	i
Cc1ccc(-c2csc3nc(C)n(-n4c(C)ccc4C)c(=O)c23)o1	i	i
Cc1ccc(/C=N/NC(=S)N2CCOCC2)cc1	i	i
COc1cc(/C=C(\NC(=O)c2ccccc2)C(=O)NC(C(=O)O)c2ccccc2)cc(OC)c1OC (stereo not given)	i	i
COc1ccc2cc(C(N)=O)/c(=N\NC(=O)c3ccccc3)oc2c1	i	i
S=c1nc[nH]c2c1ncn2C1CCCO1 (stereo not given)	i	i
Cc1noc(/C=C/N(C)C)c1S(=O)(=O)N1CCCC(C(=O)N2CCCCC2)C1 (stereo not given)	i	i
O=C(O)C1C2C=CC(C2)C1C(=O)OC1CC2CCC1C2 (stereo not given)	i	i
O=C(Cc1cccc2ccccc12)Nc1ccc2c(c1)C(=O)NC2=O	i	i
COc1ccc(CCn2c(N)c(C(=O)NCc3ccco3)c3nc4ccccc4nc32)cc1	i	i
Cn1c(=O)c2ncn(CC(=O)NCCOCc3ccccc3Cl)c2n(C)c1=O	i	i
CCc1noc(C)c1C(=O)Nc1nc2c(C)cc(C)cc2s1	i	i
CCC(C(=O)NCCCc1ccccc1)c1ccccc1 (stereo not given)	i	i
COC(=O)c1ccc(CO/N=C2\CCCc3nonc32)cc1	i	i
COCc1[nH]nc2c1C1(CCSCC1)C(C#N)=C(N)O2	i	i
CCOc1cc(CNn2cnnc2)cc(Br)c1OCC(=O)NC(C)(C)C	i	i
COc1ccccc1C(=O)NNC(=O)CCN1C(=O)/C(=C\c2ccccc2)SC1=S	i	i
CCc1ccc(OCC(=O)O/N=C(\N)Cc2ccc([N+](=O)[O-])cc2)cc1	i	i
CC(C)(C)c1ccc(C(=O)N2CCC(=O)N(C(CO)Cc3ccccc3)CC2)cc1 (stereo not given)	i	i
CC(C)(C)n1nnnc1CN1CCC(NC(=O)NC2CCCCC2)CC1	i	i
Cc1ccc(C(=O)OCC(=O)Nc2sc3c(c2C#N)CCCC3)cc1NC(=O)c1ccco1	i	i
Cc1ccc(Nc2nc(-c3ccc(S(=O)(=O)N4CCCC4)cc3)cs2)cc1C	i	i
C=CCNC(=O)CN(c1ccccc1OCC)S(=O)(=O)c1ccc(C)cc1	i	i
CCOC(=O)NN1C(=O)c2ccccc2NC12CCCC2	i	i
CCC(Sc1nc(C)cc(C)n1)C(=O)Nc1cc(C)on1 (stereo not given)	i	i
Cc1cc(C(F)(F)F)nn1CC(=O)NCc1ccccc1	i	i
CCC(C)NCCOCCOc1cc(C)c(Cl)c(C)c1 (stereo not given)	i	i
NC(=O)CNC(=O)C1CCCc2c1[nH]c1ccc(Cl)cc21 (stereo not given)	i	i
CCN(CC)CCNC(=O)c1ccc(NC(=O)c2ccc(COc3ccccc3)cc2)cc1	i	i
COC(=O)c1c(NC(C)=O)csc1C	i	i
COc1ccc(C(=O)Nc2ccccc2SCc2cc(=O)n3nc(C)sc3n2)cc1OC	i	i
CC(=O)Nc1ccccc1OC(=O)N1CCOCC1	i	i
CCOc1cc2oc(=O)c3c(c2cc1Cl)CCC3	i	i
CCCc1nnc(NC(=O)CCC(=O)N2CCN(Cc3ccccc3)CC2)s1	i	i
COC(=O)CSc1nc2cc3c(cc2cc1C#N)OCO3	i	i
CC1(C)CC(=O)C2=C(C1)OC1=C(C(=O)CC(C)(C)C1)C2c1ccc(O)cc1O	i	i
COc1cccc(CNC(=O)C2Cc3ccccc3CN2C(C)=O)c1 (stereo not given)	i	i
Cc1cccc(Nc2nc(-c3sc(C)nc3C)cs2)c1	i	i

Whole records, looked up by structure. Values in the order: CHT block	CHT allo act
Listed for CCOc1cc2oc(=O)c3c(c2cc1Cl)CCC3 : i	i
Listed for COc1cccc(CNC(=O)C2Cc3ccccc3CN2C(C)=O)c1 (stereo not given) : i	i
Listed for COC(=O)CSc1nc2cc3c(cc2cc1C#N)OCO3 : i	i
Listed for Cc1cccc(Nc2nc(-c3sc(C)nc3C)cs2)c1 : i	i
Listed for CC1(C)CC(=O)C2=C(C1)OC1=C(C(=O)CC(C)(C)C1)C2c1ccc(O)cc1O : i	i

Bioassay records (PubChem BioAssay)
